RSV CPE inhibition: RSV antiviral activity via CPE protection, HEp-2 cells, primary 10 µM value included (AID 2391); 310,000 compounds, 0.13% hits; HEp-2 cells, RSV-induced CPE inhibition; higher % means a stronger effect; one-dose CPE inhibition, % at 10 µM; IC50 in µM for titrated hits; in the data active means a potency from the dose series; further: strong numbers were not always called active
Dengue-2 NS5 capping: Dengue-2 NS5 methyltransferase inhibitors, primary screen, biochemical, confirmation dose response (AID 588689) | Dengue-2 NS5 methyltransferase capping enzyme assay, biochemical; higher % means a stronger effect | one-dose inhibition, % at 25 µM; IC50 in µM for titrated hits | 340,000 compounds, 0.3% hits; in the data active means a potency from the dose series
Rac1 GTP hydrolysis: MgcRacGAP GTPase-activating activity inhibitors, confirmation, biochemical, ADP Hunter fluorescence; 340,000 compounds, 0.6% hits; one-dose inhibition, % at 30 µM; IC50 in µM for titrated hits; AID 624330; MgcRacGAP-stimulated Rac1 GTP hydrolysis, ADP Hunter fluorescence; higher % means a stronger effect; GST-tagged Rac1 F28L mutant substrate;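 active means first-screen hits whose inhibition reached a set limit at any dose in the follow-up dose series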;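 further: fluorescence reports GDP produced by GAP-driven GTP hydrolysis; strong numbers were not always called active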
An asterisk follows results filed as active.

nr	smiles	RSV CPE inhibition	Dengue-2 NS5 capping	Rac1 GTP hydrolysis
1	COc1ccc(OCCOc2ccc(/C=C3\C(=N)N4N=C(C)SC4=NC3=O)cc2)cc1	7.9%	5%	-1%
2	COc1ccc(NC(C)=O)cc1S(=O)(=O)N(C)Cc1c(C)nn(-c2ccccc2)c1C	2.2%	-13%	6%
3	CCN(C(=O)COC(=O)C1CC1)c1c(N)n(Cc2ccccc2)c(=O)[nH]c1=O	-0.1%	-1%	4%
4	CS(=O)(=O)N1CCCC(C(=O)Nc2ccc(F)c(F)c2)C1 (stereo not drawn)	0.1%	-4%	7%
5	COc1ccc([C@H]2CC(=O)C=C(c3cc(OC)ccc3OC)C2)cc1	0.3%	3%	10%
6	CCCNC(=O)C(Cc1ccccc1C)NC(=O)c1ccc(C(F)(F)F)cc1 (stereo not drawn)	0.2%	2%	11%
7	O=C(CNC(=O)Cc1ccccc1)NCc1cccs1	0.3%	-4%	4%
8	Cc1nc2ccccc2n1CC(=O)c1ccc(O)c(O)c1	2.3%	-2%	15%
9	COc1ccccc1CN(C)C(=O)CN1CCN(C(=O)c2cccs2)CC1	0.2%	-1%	5%
10	O=C(OCCN1C(=O)c2ccccc2C1=O)C1CC(O)CN1S(=O)(=O)c1ccc(Cl)cc1 (stereo not drawn)	0.7%	-4%	2%
11	CCOc1ccc(/C=N/NC(=O)c2ccc(O)cc2)cc1CN1CC2CC(C1)c1cccc(=O)n1C2 (stereo not drawn)	-0.5%	-2%	9%
12	COc1cc(/C=C/C(=O)OCC(=O)NC2CCS(=O)(=O)C2)ccc1OC(F)F (stereo not drawn)	-0.9%	1%	2%
13	CN1C(=O)N(CC(=O)N2CCN(c3ccccc3F)CC2)C(=O)C12CCCCC2	0.0%	1%	4%
14	COc1cccc(C(=O)OC(C)C(=O)NCC2CCCCC2)c1 (stereo not drawn)	0.7%	-3%	7%
15	CCCCn1nc(C(=O)Nc2c(C)n(C)n(-c3ccccc3)c2=O)c2ccccc2c1=O	0.1%	-6%	5%
16	COc1cccc(-c2sc3ccc(OC)cc3c2-c2ccc(C(N)=O)cc2)c1	-0.7%	-2%	5%
17	CCCCn1nc(C(=O)Nc2cccc(C(=O)NC3CC3)c2)c2ccccc2c1=O	-0.7%	1%	4%
18	CCOc1ccc(NS(=O)(=O)c2ccc(Cl)c(C(=O)N(C)Cc3cccnc3)c2)cc1	0.4%	1%	-1%
19	CC(C)C(NC(=O)c1ccc(F)cc1)C(=O)NC1(C)CCS(=O)(=O)C1 (stereo not drawn)	-0.5%	7%	4%
20	O=C1c2ccc(Cl)cc2S(=O)(=O)c2cccc(C(=O)N3CCC(Cc4ccccc4)CC3)c21	-2.0%	5%	11%

Retrieved by compound from the entries so far, two records:
nr	smiles	RSV CPE inhibition	Dengue-2 NS5 capping	Rac1 GTP hydrolysis
4	CS(=O)(=O)N1CCCC(C(=O)Nc2ccc(F)c(F)c2)C1 (stereo not drawn)	0.1%	-4%	7%
2	COc1ccc(NC(C)=O)cc1S(=O)(=O)N(C)Cc1c(C)nn(-c2ccccc2)c1C	2.2%	-13%	6%

Structural class: those above with four or more nitrogen atoms.
nr	smiles	RSV CPE inhibition	Dengue-2 NS5 capping	Rac1 GTP hydrolysis
1	COc1ccc(OCCOc2ccc(/C=C3\C(=N)N4N=C(C)SC4=NC3=O)cc2)cc1	7.9%	5%	-1%
2	COc1ccc(NC(C)=O)cc1S(=O)(=O)N(C)Cc1c(C)nn(-c2ccccc2)c1C	2.2%	-13%	6%
3	CCN(C(=O)COC(=O)C1CC1)c1c(N)n(Cc2ccccc2)c(=O)[nH]c1=O	-0.1%	-1%	4%
11	CCOc1ccc(/C=N/NC(=O)c2ccc(O)cc2)cc1CN1CC2CC(C1)c1cccc(=O)n1C2 (stereo not drawn)	-0.5%	-2%	9%
13	CN1C(=O)N(CC(=O)N2CCN(c3ccccc3F)CC2)C(=O)C12CCCCC2	0.0%	1%	4%
15	CCCCn1nc(C(=O)Nc2c(C)n(C)n(-c3ccccc3)c2=O)c2ccccc2c1=O	0.1%	-6%	5%
17	CCCCn1nc(C(=O)Nc2cccc(C(=O)NC3CC3)c2)c2ccccc2c1=O	-0.7%	1%	4%

(continued)
nr	smiles	RSV CPE inhibition	Dengue-2 NS5 capping	Rac1 GTP hydrolysis
21	Cc1cc(C)cc(C(=O)N(Cc2ccco2)c2c(N)n(Cc3ccccc3)c(=O)[nH]c2=O)c1	0.3%	-4%	6%
22	O=C(NCc1ccccn1)C1CCN(S(=O)(=O)c2ccccc2F)CC1	0.5%	5%	4%
23	Cc1cc(Cl)ccc1OCC(=O)OCC(=O)NC1CCS(=O)(=O)C1 (stereo not drawn)	0.5%	-1%	2%
24	Cc1cccc(NC(=O)CNC(=O)Cc2ccc3c(c2)OCCO3)c1C	0.4%	0%	6%
25	O=S(=O)(c1ccc2c(c1)CCCN2)N1CCCCC1	0.4%	-10%	4%
26	O=C(COC(=O)c1ccccc1)NC12CC3CC(CC(C3)C1)C2	-0.2%	-4%	8%
27	COc1ccc(NC(=O)CCCN2C(=O)CN(C)C2=O)c(OC)c1	0.6%	2%	7%
28	O=C(O)CCC(=O)OCc1c(-c2ccccc2)ncc2ccccc12	-0.2%	-8%	9%
29	COc1ccc(N(C)S(=O)(=O)c2cccc(C(=O)Nc3ccc(N4CCOCC4)cc3)c2)cc1	5.4%	5%	1%
30	COc1cccc(NC(=O)CN(C)C(=O)c2ccc(N3CCCCC3)c([N+](=O)[O-])c2)c1	0.8%	-9%	5%
31	N#Cc1cccc(NC(=O)CSc2nnc(C3CC3)n2C2CC2)c1	2.3%	2%	2%
32	CCOc1ccc(C(=O)NNC(=O)CN2C(=O)NC3(CCCC3)C2=O)cc1	1.2%	-2%	-1%
33	COc1ccccc1NS(=O)(=O)c1cccc(C(=O)NCC(c2cccs2)N2CCOCC2)c1 (stereo not drawn)	-0.1%	-4%	6%
34	COc1ccc(-c2sc3ccc(OC)cc3c2C#Cc2ccccn2)cc1	0.0%	4%	0%
35	Cc1cc(C)n2nc(C(=O)OCC(=O)NCc3ccc(Cl)cc3)nc2n1	1.3%	1%	3%
36	COc1ccc(C(=O)NCCc2ccc(C(F)(F)F)cc2)cc1S(=O)(=O)N1CCOCC1	1.0%	-2%	1%
37	O=C(NC(Cc1cccc(F)c1)C(=O)O)C1CCCCC1 (stereo not drawn)	0.6%	-4%	3%
38	COc1cc(OC)cc(C(=O)Nc2ccc(N3CCOCC3)cc2N2CCOCC2)c1	0.6%	8%	-1%
39	CC1CC(C)CN(C(=O)COC(=O)c2ccc3c(c2)C(=O)N(Cc2ccco2)C3=O)C1 (stereo not drawn)	1.1%	-7%	4%
40	CCC1(c2ccc(F)cc2)NC(=O)N(CC(=O)N2c3ccccc3CC2C)C1=O (stereo not drawn)	0.9%	-3%	2%
41	O=C(CN1CCN(S(=O)(=O)c2cccc(Cl)c2)CC1)NCC1(N2CCOCC2)CCCCC1	0.6%	1%	3%
42	Cc1cccc(OC(C)C(=O)Nc2cc(Cl)ccc2-n2cncn2)c1 (stereo not drawn)	-0.2%	5%	2%
43	CCN(C(=O)COC(=O)Cc1coc2cc(C)ccc12)c1c(N)n(Cc2ccccc2)c(=O)[nH]c1=O	0.4%	1%	1%
44	CCN(CC(=O)Nc1ccc(NC(C)=O)cc1)C(=O)c1oc2c(ccc3ccccc32)c1C	1.3%	-6%	4%
45	O=C(CSc1cc(Cl)ccc1Cl)Nc1ccc(N2CCOCC2)cc1	4.9%	1%	-1%
46	Cc1ccc(C)c(NC(=O)CN(C)C(=O)C2CCCC2)c1	1.1%	-7%	2%
47	Cc1ccc(NC(=O)CC2OC(=O)c3ccccc32)cc1S(=O)(=O)N1CCCCCC1 (stereo not drawn)	1.0%	-1%	7%
48	CC(N=C1NS(=O)(=O)c2ccccc21)C(=O)OCC(=O)N(C)C1CCS(=O)(=O)C1 (stereo not drawn)	1.7%	-6%	5%
49	Cc1cc(Br)ccc1NC(=O)CN(C)C(=O)C1CSC2(C)CCC(=O)N12 (stereo not drawn)	1.1%	-1%	1%
50	CN1CCC(N(C)S(=O)(=O)c2ccc(NC(=O)c3cccc(C#N)c3)cc2)CC1	0.9%	-6%	4%
51	CCc1noc(C)c1C(=O)N1CCN(S(=O)(=O)c2ccc(Cl)cc2)CC1	1.8%	-10%	7%
52	O=C(COC(=O)/C=C/c1ccccc1)NC1CC1	1.4%	-10%	0%
53	COc1ccccc1/C=C/C(=O)c1cc(Br)ccc1OC(=O)c1ccco1	-2.2%	-10%	9%
54	O=[N+]([O-])c1cccc(-n2cc3ccc([N+](=O)[O-])cc3n2)c1	2.7%	-10%	2%
55	O=C(COC(=O)C(Cc1ccccc1)NC(=O)c1cccs1)NCc1ccccc1 (stereo not drawn)	-0.7%	3%	0%
56	CCOC(=O)c1cccc(C2=CC(=O)C[C@H](c3ccc(OC)cc3)C2)c1	1.9%	-6%	6%
57	CCN(CC)S(=O)(=O)c1cc(NC(=O)c2ccc3c(c2)NC(=O)C(C)S3)ccc1C (stereo not drawn)	3.2%	6%	11%
58	CCCn1c(N)c(C(=O)CSc2nnc(Cc3cccs3)n2C2CC2)c(=O)n(C)c1=O	1.2%	-1%	5%
59	O[C@H]1c2ccccc2[C@H](Cc2cncs2)[C@@H]1Br	1.4%	-3%	7%
60	COc1ccc2nc(-c3ccccc3)cc(C(=O)N3CCC3)c2c1	-0.3%	-5%	8%
61	Cc1ccc2nc(SCC(=O)N(C)C3CCS(=O)(=O)C3)[nH]c2c1 (stereo not drawn)	1.5%	-2%	6%
62	COc1cccc(NC(=O)COC(=O)C2CC(=O)N(c3ccc(C)cc3)C2)c1 (stereo not drawn)	-0.1%	-3%	6%
63	Cc1ccc(OCC(=O)OCC(=O)N2c3ccccc3CC2C)cc1C (stereo not drawn)	0.4%	-1%	3%
64	C[C@@H](NC(=O)Cn1ccc(NC(=O)OCc2ccccc2)nc1=O)c1cccc2ccccc12	1.1%	-4%	6%
65	CCc1ccc(/C(C)=N/NC(=O)c2ccc(-n3cnnn3)cc2)cc1	1.4%	-2%	5%
66	CCOc1ccc(NC(=O)CN(C)C(=O)C(C)N2C(=O)c3ccccc3C2=O)cc1OCC (stereo not drawn)	2.1%	1%	7%
67	O=C(c1ccc2c(c1)OCCO2)N1CCN(Cc2c(F)cccc2Cl)CC1	4.0%	-2%	3%
68	CN(CC(=O)Nc1ccccc1Cl)C(=O)C1CSC2(C)CCC(=O)N12 (stereo not drawn)	-0.5%	-3%	2%
69	COc1ccccc1C(=O)NC(CCSC)C(=O)NNC(=O)c1ccccc1O (stereo not drawn)	0.3%	-11%	-4%
70	O=C(COC(=O)c1ccco1)NCCc1ccc(Cl)cc1	-0.1%	-5%	4%
71	COc1ccc(C(C)(C)C)cc1NC(=O)COC(=O)C1=NNC(=O)CC1	0.6%	-2%	4%
72	CCc1noc(C)c1C(=O)Oc1ccc(N(C)S(=O)(=O)c2ccc(C)cc2)cc1	2.4%	0%	1%
73	CC(Sc1nnnn1C)C(=O)Nc1ncc(Cl)cc1Cl (stereo not drawn)	1.0%	4%	4%
74	Cc1cc(Cl)ccc1OCC(=O)OCC(=O)Nc1cccnc1Cl	0.5%	-14%	4%
75	CC(C)C(NC(=O)c1ccco1)C(=O)OCC(=O)NCCc1ccccc1 (stereo not drawn)	1.6%	-2%	2%
76	Cc1ccc(OCCC(=O)Nc2ccc(S(=O)(=O)Nc3nccs3)cc2)cc1	1.6%	-1%	1%
77	Cc1ccc(NC(=O)c2ccc3c(c2)OCO3)cc1S(=O)(=O)N1CCOCC1	2.2%	-8%	2%
78	O=C(CN1C(=O)C(=O)N(Cc2ccccc2)C1=O)c1ccc[nH]1	1.8%	3%	1%
79	Cc1ccc(NC(=O)Cc2ccc(Cl)cc2)cc1S(=O)(=O)N1CCCCCC1	1.9%	5%	6%
80	CSc1ccccc1NC(=O)CN(C)C(=O)c1ccc(-n2cccn2)cc1	-0.2%	-6%	9%

Additional entries:
nr	smiles	RSV CPE inhibition	Dengue-2 NS5 capping	Rac1 GTP hydrolysis
81	CC(NC(=O)c1ccc(NC(=O)CC2SC(N3CCCC3)=NC2=O)cc1)c1ccc(F)cc1 (stereo not drawn)	0.5%	-3%	0%
82	Cc1ccc(CNC(=O)[C@H](Cc2ccccc2)NC(=O)c2ccco2)cc1	0.5%	1%	4%
83	COc1cccc(NC(=O)CN(C)C(=O)c2ccc(COc3ccccc3)o2)c1	-0.3%	-2%	1%
84	CCn1c(SC)nc2cc(S(=O)(=O)N3CCCCC3)ccc21	0.8%	-2%	0%
85	O=C(CN1C(=O)C(=O)N(Cc2ccccc2)C1=O)Nc1ccc(OC(F)F)cc1	0.2%	-2%	4%
86	COc1ccc2nc(SCC(=O)c3c(N)n(C4CC4)c(=O)[nH]c3=O)[nH]c2c1	0.3%	-9%	6%
87	CCCn1c(SC(C)C(=O)NC2CC2)nnc1-c1ccncc1 (stereo not drawn)	1.7%	1%	2%
88	COc1ccc(CNC(=O)COC(=O)c2nc3nc(C)cc(C)n3n2)cc1	0.1%	-2%	1%
89	Cc1cc(C)cc(C(=O)NCC(=O)N(C)CCOc2ccccc2)c1	-0.1%	-3%	-1%
90	Cc1ccc(NC(=O)CSCC(=O)N2CCN(C(=O)c3ccco3)CC2)cc1	0.7%	-1%	4%
91	O=C(CCl)N1CCN(S(=O)(=O)c2ccc3c(c2)OCCCO3)CC1	-2.1%	-10%	9%
92	COc1ccc(Cl)cc1C(=O)OCC(=O)c1ccc[nH]1	7.7%	-3%	3%
93	COc1ccc(/C=C/C(=O)OCC(=O)Nc2ccc3c(c2)OCO3)cc1	2.2%	-2%	10%
94	CN(C)c1ccc(C#Cc2ccc3cc(CCO)oc(=O)c3c2)cc1	3.8%	-2%	8%

Only part of the results is shown; rates above refer to the full screens.
